Assay outcomes from PubChem.
NR1D1 modulator: Rev-erb alpha (human) modulation; P20393; Rev-erbα–FITC-DNA binding, fluorescence polarization, 90 min; activity, % at 10 µM; actives 0.79% (n = 370,000); AID 1259318;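 active means activity above about 14%, limit read from the data; passing the limit was not always enough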;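 further: 0% = DMSO wells with 35 nM protein and 100% = DMSO wells with 750 nM protein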
Target sequence (P20393 whole entry, looked up): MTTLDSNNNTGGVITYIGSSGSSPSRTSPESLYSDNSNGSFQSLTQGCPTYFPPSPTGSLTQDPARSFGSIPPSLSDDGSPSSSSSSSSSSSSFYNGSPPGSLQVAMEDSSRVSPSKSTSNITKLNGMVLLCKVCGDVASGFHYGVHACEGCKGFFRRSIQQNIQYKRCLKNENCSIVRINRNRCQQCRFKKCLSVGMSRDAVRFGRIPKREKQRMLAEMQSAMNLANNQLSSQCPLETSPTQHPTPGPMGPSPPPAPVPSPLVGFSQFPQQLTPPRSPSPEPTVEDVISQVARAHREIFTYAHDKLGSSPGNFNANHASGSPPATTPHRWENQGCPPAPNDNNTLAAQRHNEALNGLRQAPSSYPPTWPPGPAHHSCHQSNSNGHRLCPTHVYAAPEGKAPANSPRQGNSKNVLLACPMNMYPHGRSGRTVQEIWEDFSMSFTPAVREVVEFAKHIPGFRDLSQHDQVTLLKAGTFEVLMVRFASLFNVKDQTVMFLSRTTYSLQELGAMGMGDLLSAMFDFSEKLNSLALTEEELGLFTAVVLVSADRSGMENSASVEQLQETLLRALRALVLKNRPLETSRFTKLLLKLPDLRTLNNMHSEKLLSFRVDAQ
DAX1 inh-1: inhibitors of DAX1 repression of SF-1 activated StAR promoter; inhibition, % at 6.8 µM; actives 1.1% (n = 370,000); HEK293T StAR-luciferase reporter, SF-1/DAX-1 repression relief; AID 652010;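 active means inhibition above the mean over all tested compounds plus 3 SD, cut at about 3.6% in these data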;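 further: 0% = DAX-1 cells with DMSO and 100% = cells lacking DAX-1 with DMSO; higher inhibition means more luminescence from relief of DAX-1 repression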
DAX1 inh-2: inhibitors of human orphan nuclear receptor DAX1 (NR0B1); HEK293 Gal4-DAX1 luciferase reporter, luminescence; AID 504766; inhibition, % at 6.75 µM; actives 0.99% (n = 340,000); P51843;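 active means inhibition above the mean over all tested compounds plus 3 SD, cut at about 4.2% in these data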;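 further: 0% = DAX1-transfected cells with DMSO and 100% = empty-vector control cells with DMSO; inhibition shows as a rise in luminescence from relieved DAX1 repression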
Target sequence (P51843 207-470 limits assumed): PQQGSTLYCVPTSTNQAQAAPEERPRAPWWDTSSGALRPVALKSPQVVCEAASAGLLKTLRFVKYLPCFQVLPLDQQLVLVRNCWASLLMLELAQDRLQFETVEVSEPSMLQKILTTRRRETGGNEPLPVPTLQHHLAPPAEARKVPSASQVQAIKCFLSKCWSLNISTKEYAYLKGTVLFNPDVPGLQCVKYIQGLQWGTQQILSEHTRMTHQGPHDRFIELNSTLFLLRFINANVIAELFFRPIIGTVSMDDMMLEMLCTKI
HGIII-sPLA2 inh: Blocks human group III sPLA2 activity; Q9NZ20; QFRET BODIPY PC-A2 liposome hydrolysis, fluorescence; inhibition, % at 12.2 µM; actives 0.56% (n = 370,000); AID 743126;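 active means inhibition above mean plus 3 SD of compounds lying within the high and low control bounds, cut at about 19% in these data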;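 further: 0% = median of test compound wells and 100% = no enzyme DMSO wells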
FXN GAA850 act: activators of GAA850 frataxin (FXN) promoter; HEK293 lucGAA850 FXN promoter luciferase reporter, 24 h; percent of 10 µM SAHA response; activation, % at 6 µM; actives 0.56% (n = 360,000); AID 540364;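 active means activation above the average of all compounds screened plus 3 SD, cutoff fixed separately per campaign, cut at about 7.5% in these data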;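 further: 0% = DMSO wells and 100% = 10 µM SAHA wells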
PLCb3 inh: blocks human PLC-beta3 enzyme activity. Q01970. Purified PLC-beta3, fluorogenic substrate, fluorescence. inhibition, % at 12.2 µM. actives 0.18% (n = 370,000); in the data active means inhibition above about 11%;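 further: 0% = median of compound wells on plate and 100% = full blocker control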
hcDAF-12 act: H. contortus DAF-12 activation, primary screen. HEK293 hcDAF-12 lit1-tk-luc reporter, luminescence; 0% DMSO, 100% Δ7-dafachronic acid. actives 1.4% (n = 370,000). activation, % at 6.8 µM;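 active means activation above the mean of all tested compounds plus 3 SD, cut at about 5.5% in these data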;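 further: 100% = response to 3 µM Δ7-dafachronic acid high control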
ssDAF-12 act: activators of S. stercoralis DAF-12 nuclear receptor. actives 1% (n = 370,000). HEK293 ssDAF-12/GRIP1 lit1-tk-luc reporter, luminescence; % of 3 µM dafachronic acid response. activation, % at 6.8 µM. AID 652126;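 active means activation above the mean over all tested compounds plus 3 SD, cut at about 0.9% in these data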;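 further: 0% = DMSO-only wells and 100% = 3 µM delta7-dafachronic acid wells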
hgDAF-12 ag: agonists of H. glycines DAF-12 nuclear receptor; HEK293 GAL4-hgDAF12 UAS-luciferase reporter, agonist luminescence; normalized to butyrate control; activation, % at 6.8 µM; actives 1.8% (n = 370,000);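 active means activation above a cutoff set at the mean of all screened compounds plus 3 SD, cut at about 10% in these data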;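 further: 0% = DMSO wells and 100% = sodium butyrate wells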
SMARCA2 activ: activators of SMARCA2 function; AID 652017; activation, % at 9.1 µM; actives 1% (n = 370,000); MG213 cells, MMTV-luciferase reporter, dexamethasone, overnight; in the data active means activation above about 7.8%;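 further: 0% = vehicle wells and 100% = reference activator wells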
PG9 binder: binds the HIV-1 gp120 antibody PG9; TR-FRET gp120-PG9 antibody binding; actives 0.43% (n = 360,000); AID 624416; inhibition, % at 6.7 µM; in the data active means inhibition above about 8.5%
The depositor's hits bear a star; i = inactive; · = no result given. The order is random; overall some 7% were active at least once.

SMILES | NR1D1 modulator | DAX1 inh-1 | DAX1 inh-2 | HGIII-sPLA2 inh | FXN GAA850 act | PLCb3 inh | hcDAF-12 act | ssDAF-12 act | hgDAF-12 ag | SMARCA2 activ | PG9 binder
COc1ccc(C(=O)N2CCN(c3ccc(C)cc3C)CC2)cc1OC | -1.6 | -0.9 | 0.1 | 14.6 | 1.5 | -4.8 | -2.7 | -1.2 | -1.7 | -1.4 | -0.1
CC(=O)C1CCC2C3CCC4=CC(=O)CCC4(C)C3(Br)C(=O)CC12C (stereo not given) | -2.4 | -0.3 | -1.3 | -1.5 | 0.4 | -6.8 | -1.3 | -0.6 | -1.4 | -3.2 | -0.3
COc1ccc(C2=CC(c3ccc(OC)c(OC)c3)n3nnnc3N2)c(OC)c1 (stereo not given) | -1.3 | -0.3 | -0.2 | -18.1 | 1.5 | -291.5 | -1.8 | -1.4 | -3.0 | -0.2 | -0.1
O=C(CNC(=O)c1ccccc1F)NCCN1C(=O)S/C(=C\c2ccc3c(c2)OCO3)C1=O | 9.7 | 0.4 | 0.2 | -2.7 | -0.4 | -3.7 | 1.1 | -1.1 | -0.9 | -3.6 | -2.4
CC1(C)CC(=O)C2=C(C1)OC(N)=C(C#N)C2c1cc2c(cc1[N+](=O)[O-])OCO2 (stereo not given) | 4.7 | -0.1 | 0.6 | -21.2 | 3.0 | i | 1.9 | -0.2 | -1.2 | -0.3 | -20.1
O=C(c1cccc(N2C(=O)C3C4C=CC(C4)C3C2=O)c1)N1CCN(c2ccc(F)cc2)CC1 (stereo not given) | -1.1 | -0.2 | 0.1 | 1.8 | 2.9 | -3.9 | -0.4 | -1.1 | -0.2 | -3.1 | -0.6
Cc1ccc(C)c(S(=O)(=O)NCc2ccncc2)c1 | -11.0 | -1.9 | -2.2 | -0.7 | 0.2 | -3.2 | -3.4 | -2.0 | -5.3 | -5.4 | -1.1
COc1ccc(C)cc1NC(=O)C1CCN(S(=O)(=O)c2cccs2)CC1 | 4.1 | -0.1 | 0.0 | 0.7 | 0.5 | -7.4 | -0.5 | -1.2 | 2.8 | -1.1 | -2.5
CC(C)CCNC(=O)C(c1cccs1)N(CC1CCCO1)C(=O)Cn1nnc2ccccc21 (stereo not given) | 4.8 | 0.1 | 1.1 | 1.6 | 2.9 | 1.3 | -1.1 | -1.4 | -2.6 | 0.4 | 2.1
CCC(C)c1cc(S(=O)(=O)N2CCOCC2)ccc1OC (stereo not given) | -1.8 | -0.8 | -1.0 | -1.3 | -0.7 | -0.9 | -1.2 | -1.0 | -2.7 | 1.3 | -2.6
COC(=O)[C@]12C[C@H](CC(=O)NCc3cccc(C(F)(F)F)c3)C(=O)N(Cc3ccc4c(c3)OCO4)C1=C[C@H](C(C)(C)C)O[C@@H]2C | -3.0 | -0.1 | · | -3.5 | · | 8.2 | 1.9 | -1.3 | 2.2 | -3.6 | -0.1
COc1cc(C(=S)N2CCN(c3cccc(Cl)c3)CC2)ccc1O | 3.7 | -2.4 | -5.0 | -21.2 | -4.0 | -3.4 | -2.1 | 0.2 | 1.4 | -0.6 | 0.0
CCCCN1C(=O)C(CC(=O)NC2CCCC2)CC(C(=O)N(C(C)C)C(C)C)=C1C (stereo not given) | -1.7 | -1.0 | 1.1 | 7.7 | -1.6 | 4.7 | -1.3 | -1.2 | 2.4 | 4.5 | 0.4
O=C1N[C@@H](c2ccccc2)COC(=O)[C@@H](Cc2ccc(F)cc2)C/C=C\C[C@@H]1CC(=O)N(CCO)Cc1ccccc1 | -4.2 | -1.0 | -1.7 | 0.3 | -1.9 | 3.2 | -1.1 | -1.5 | -0.8 | -0.8 | -1.2
O=C(Nc1ccc2c(c1)OCO2)C1CC(=O)N(CCc2ccccc2)C1 (stereo not given) | -0.5 | 0.3 | 2.3 | -5.5 | 2.6 | -8.0 | 0.1 | -0.1 | -0.7 | -2.8 | -1.0
Cc1cccc(C)c1NC(=O)N1CCCCCCC1 | 3.0 | 0.2 | -0.8 | 3.3 | 1.2 | -5.4 | -0.9 | -1.8 | -2.4 | -5.6 | 2.2
Cn1c(=O)[nH]c(=O)c2c1nc(Br)n2CCSc1nnnn1-c1ccccc1 | 1.0 | -0.5 | 0.9 | 0.2 | 1.9 | 6.2 | -0.7 | -1.0 | 0.9 | 2.6 | -1.6
CCN(CC)CCN1C(=O)c2oc3ccccc3c(=O)c2C1c1cccc(Br)c1 (stereo not given) | -0.4 | -0.3 | -0.3 | -5.1 | 0.2 | -32.5 | 0.4 | 0.2 | 3.5 | 0.3 | 0.4
COc1ccc(S(=O)(=O)N2CCC(C(=O)NCCOc3ccccc3F)CC2)cc1OC | -1.0 | -0.6 | -0.8 | -4.7 | 1.7 | -5.2 | 0.1 | -0.5 | -2.5 | -1.7 | 1.2
CC(OC(=O)c1ccccc1Nc1ccc(SC(F)F)cc1)C(N)=O (stereo not given) | 3.6 | -1.6 | -2.3 | -10.8 | -4.1 | -55.6 | -3.8 | -2.1 | -3.6 | -4.9 | -1.2
CC(=O)Nc1ccc(S(=O)(=O)NC(CC(=O)NC2CCCCC2C)C(C)C)cc1 (stereo not given) | 2.2 | -0.8 | · | -2.2 | · | 1.2 | -2.1 | -0.8 | -0.7 | 0.1 | 1.5
Cc1ccccc1NC(=O)CC1SC(=NC2CCCCC2)NC1=O (stereo not given) | -5.2 | 0.7 | -0.7 | 10.2 | -1.2 | -23.9 | -1.6 | -0.7 | 1.7 | -1.7 | 5.6
CCN(CCn1cccn1)C(=O)CC1C(=O)NCCN1Cc1ccc(OC)c(OC)c1 (stereo not given) | -3.6 | 0.1 | 0.6 | 4.8 | 3.2 | -2.6 | 0.0 | -1.6 | 1.2 | 1.5 | -0.1
CCCCCCCCN1C(=O)[C@H](CC(=O)NCCCN2CCCC2=O)C[C@@]2(C(=O)OC)CCCCC=C12 | -5.7 | -1.0 | · | -14.1 | · | -1.1 | 1.2 | -0.4 | 2.4 | -0.9 | -0.7
COCCNC(=O)c1ccc(-c2csc(C)n2)cc1 | -4.6 | 2.1 | 0.4 | 2.1 | 3.0 | -6.4 | 3.5 | -0.5 | 4.5 | 1.6 | 1.9

Complete entries, quoted from the list. Order of screens: NR1D1 modulator	DAX1 inh-1	DAX1 inh-2	HGIII-sPLA2 inh	FXN GAA850 act	PLCb3 inh	hcDAF-12 act	ssDAF-12 act	hgDAF-12 ag	SMARCA2 activ	PG9 binder
O=C(Nc1ccc2c(c1)OCO2)C1CC(=O)N(CCc2ccccc2)C1 (stereo not given) in the list: -0.5	0.3	2.3	-5.5	2.6	-8.0	0.1	-0.1	-0.7	-2.8	-1.0
CC(=O)C1CCC2C3CCC4=CC(=O)CCC4(C)C3(Br)C(=O)CC12C (stereo not given) in the list: -2.4	-0.3	-1.3	-1.5	0.4	-6.8	-1.3	-0.6	-1.4	-3.2	-0.3

3 entries from above, with two lines to a compound.
Second line of a record: NR1D1 modulator	DAX1 inh-1	DAX1 inh-2	HGIII-sPLA2 inh	FXN GAA850 act	PLCb3 inh	hcDAF-12 act	ssDAF-12 act	hgDAF-12 ag	SMARCA2 activ	PG9 binder
COc1ccc(C(=O)N2CCN(c3ccc(C)cc3C)CC2)cc1OC
→ -1.6	-0.9	0.1	14.6	1.5	-4.8	-2.7	-1.2	-1.7	-1.4	-0.1
CC(=O)C1CCC2C3CCC4=CC(=O)CCC4(C)C3(Br)C(=O)CC12C (stereo not given)
→ -2.4	-0.3	-1.3	-1.5	0.4	-6.8	-1.3	-0.6	-1.4	-3.2	-0.3
COc1ccc(C2=CC(c3ccc(OC)c(OC)c3)n3nnnc3N2)c(OC)c1 (stereo not given)
→ -1.3	-0.3	-0.2	-18.1	1.5	-291.5	-1.8	-1.4	-3.0	-0.2	-0.1

(continued)
SMILES | NR1D1 modulator | DAX1 inh-1 | DAX1 inh-2 | HGIII-sPLA2 inh | FXN GAA850 act | PLCb3 inh | hcDAF-12 act | ssDAF-12 act | hgDAF-12 ag | SMARCA2 activ | PG9 binder
CC(C)OCCCNC(=O)NC12CC3CC(CC(C3)C1)C2 | 7.8 | 0.1 | 1.0 | -0.7 | 1.7 | 5.0 | 1.4 | -0.9 | 1.8 | 1.0 | -0.7
CC1=NNC(=O)C1CCC(=O)N/N=C/c1c(Cl)cccc1Cl (stereo not given) | 3.7 | 0.2 | 0.2 | -0.3 | 1.1 | -6.8 | -0.8 | -1.3 | 0.3 | 0.8 | -2.6
O=C(CN1C(=O)COc2ccccc21)NCCN1CCC(Cc2ccccc2)CC1 | 3.7 | -0.5 | 1.4 | -4.0 | -3.2 | 1.1 | -2.2 | -1.2 | 0.9 | -2.5 | -0.5
Cc1ccc(NC(=O)CN2C(=O)C3CC=CCC3C2=O)cc1S(=O)(=O)N1CCOCC1 (stereo not given) | 6.2 | 0.7 | -0.5 | 2.3 | -2.5 | -9.0 | 0.9 | -2.4 | -0.6 | -3.0 | -2.0
CCC/C=N/NC(=O)c1cccc(Br)c1 | 1.6 | 0.2 | 1.5 | -1.1 | 2.9 | -6.5 | -0.6 | -0.9 | 14.4* | 5.9 | -1.0
CC(C)NC(=O)CSCc1cccc(Br)c1 | -4.0 | 0.9 | 0.0 | -1.4 | -0.3 | 3.2 | -0.9 | -1.4 | 1.6 | 2.6 | 0.6
Cc1cc(C)cc(-n2nnc(C(=O)NCc3ccccc3Cl)c2N)c1 | 3.9 | -0.3 | -0.5 | -2.4 | -2.1 | 0.5 | -1.7 | -0.6 | 3.1 | 6.2 | -2.5
CC(=O)c1cc(C)c(OC(=O)c2ccccc2)c(C)c1 | 2.2 | -0.6 | -1.0 | 9.7 | 4.6 | -8.6 | 0.1 | -0.6 | -1.7 | -3.5 | -0.3
O=C(CCC(=O)c1ccccc1)NCCc1c[nH]c2ccccc12 | 1.3 | 0.0 | -0.4 | -39.8 | 0.1 | 1.0 | -0.6 | -1.0 | -2.3 | -1.6 | 0.3
CCN(CC(=O)NC(C)(C)C)Cc1nc2c(Br)cc(Br)cc2c(=O)[nH]1 | -3.5 | -0.6 | -1.6 | -14.4 | 0.7 | -3.9 | -1.4 | -1.5 | -1.9 | -1.1 | 0.1
CCOc1cc(/C=N/NC(=O)C(OC)c2ccccc2)ccc1O (stereo not given) | -4.4 | -0.3 | 1.0 | 7.3 | 1.4 | -15.7 | -1.7 | -1.1 | 0.8 | -3.5 | -1.6
COc1ccc(OC)c(-n2c(-c3cc(-c4ccc(F)cc4)n[nH]3)n[nH]c2=S)c1 | -4.1 | 0.4 | -1.2 | -18.2 | 4.8 | 2.5 | -1.8 | -1.5 | -1.8 | -0.1 | 1.7
COc1nc(N)nc(NC23CC4CC(CC(C4)C2)C3)n1 | 1.3 | 0.8 | -1.2 | 3.4 | 9.2* | -0.6 | -2.5 | -1.2 | 1.1 | 0.2 | -0.8
Cc1cccc(NS(=O)(=O)c2cccc(C(=O)NCC3(N4CCOCC4)CCCCC3)c2)c1 | -1.9 | -1.6 | -0.5 | -16.9 | -3.4 | -9.1 | -1.7 | -1.0 | -1.6 | -2.5 | 0.2
COc1ccc(OC)c(/C=C/C(=O)OCC(=O)Nc2ccc3c(c2)OCCO3)c1 | -2.0 | -0.1 | 0.2 | -5.2 | 0.7 | -201.0 | -2.4 | -1.1 | -0.6 | -2.7 | -1.9
